Tb PFK block: qHTS Assay to Find Inhibitors of T. brucei phosphofructokinase; ATP-dependent 6-phosphofructokinase (Trypanosoma brucei brucei), O15648; T. brucei PFK, ADP-Glo luminescence; Potency, µM (doses to about 57.5 µM), without a hit: at the highest dose activity, negative = inhibition, most hits filed as inhibitors; hit rate 0.17% among 330,000;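 further: potency means the concentration at half of the fitted maximal effect; 0% = uninhibited 1x PFK enzyme wells and -100% = no-enzyme wells; nearly all actives have a fitted effect of over 60% in size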
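Activity is normalized to no-enzyme wells (full inhibition) and 1.25 nM enzyme wells (no inhibition). Reaction: 0.5 mM F6P, 0.1 mM ATP, 45 min RT, ADP-Glo luminescence; concentration-response curves fitted and classed by quality.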
B2AR arrestin: qHTS assay of beta-arrestin-biased ligands of beta2-adrenergic receptor. hit rate 0.02% among 330,000. beta-arrestin recruitment to beta2AR, cell-based reporter. AID 492947, 2010. Beta-2 adrenergic receptor (Homo sapiens), P07550. Potency, µM (doses to about 46.1 µM), without a hit: top-dose activation, hits mostly activators;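 further: potency means the concentration at half of the fitted maximal effect; 0% = DMSO controls and full agonism = EC100 isoproterenol or metaproterenol; nearly all actives have a fitted effect of over 65% in size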
Target sequence (P07550 whole entry, looked up): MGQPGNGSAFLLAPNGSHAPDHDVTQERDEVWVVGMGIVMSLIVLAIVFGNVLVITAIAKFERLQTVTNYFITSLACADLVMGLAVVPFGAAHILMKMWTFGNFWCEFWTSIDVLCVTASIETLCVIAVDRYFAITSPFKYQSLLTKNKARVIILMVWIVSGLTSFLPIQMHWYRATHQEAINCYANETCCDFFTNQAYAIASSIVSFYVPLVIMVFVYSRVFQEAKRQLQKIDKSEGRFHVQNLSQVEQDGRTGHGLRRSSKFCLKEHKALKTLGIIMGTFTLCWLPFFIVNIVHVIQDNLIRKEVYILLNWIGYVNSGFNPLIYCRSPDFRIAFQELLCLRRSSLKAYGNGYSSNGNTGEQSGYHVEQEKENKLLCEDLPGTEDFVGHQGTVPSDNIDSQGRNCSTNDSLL
ASM inhibitor: Inhibitors of Secretory Acid Sphingomyelinase (S-ASM): qHTS; AID 504937, 2011; Potency, µM (top dose mostly 57.5 µM), for the others: at the highest dose activity change, negative = inhibition, most hits filed as inhibitors; hit rate 0.006% among 340,000; placental ASM, HMU-PC fluorogenic substrate, 60 min; further: potency means the concentration at half of the fitted maximal effect
Target sequence (P17405 47-631 limits assumed): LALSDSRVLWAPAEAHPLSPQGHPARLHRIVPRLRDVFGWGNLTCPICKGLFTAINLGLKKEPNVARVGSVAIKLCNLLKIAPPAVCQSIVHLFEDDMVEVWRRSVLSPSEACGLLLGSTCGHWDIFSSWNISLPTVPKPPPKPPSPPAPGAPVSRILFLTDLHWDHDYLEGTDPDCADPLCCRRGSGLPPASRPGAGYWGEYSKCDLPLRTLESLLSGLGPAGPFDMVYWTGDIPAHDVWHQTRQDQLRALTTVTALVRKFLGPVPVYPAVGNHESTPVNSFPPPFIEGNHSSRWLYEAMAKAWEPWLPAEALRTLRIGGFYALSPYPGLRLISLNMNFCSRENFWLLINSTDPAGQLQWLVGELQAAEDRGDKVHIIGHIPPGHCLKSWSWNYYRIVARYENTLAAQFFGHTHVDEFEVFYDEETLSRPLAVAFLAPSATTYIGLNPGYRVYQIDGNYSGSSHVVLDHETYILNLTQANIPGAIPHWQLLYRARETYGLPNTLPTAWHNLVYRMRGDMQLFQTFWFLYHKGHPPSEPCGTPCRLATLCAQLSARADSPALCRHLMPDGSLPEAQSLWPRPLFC
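Fluorogenic HMU-PC substrate (9 uM final) is turned over by placental ASM in 60 min at 37 C after a 10 min compound preincubation. Reaction ended by alkaline stop (pH 10), with fluorescence read at 386/447 nm.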
Integrin act MD: qHTS for Activators of Integrin-Mediated Alleviation for Muscular Dystrophy | hit rate 0.064% among 350,000 | alpha7betagal myoblasts, beta-gal FDG fluorescence, 48 h | Potency, µM (doses to about 38.3 µM), for inactives: at the highest dose activation, most hits filed as activators;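 further: potency means the concentration at half of the fitted maximal effect; 100% = response of the positive control SU9516; nearly all actives have a fitted effect of over 60% in size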
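Alpha7betagal+/- myoblasts (passage 13) were plated 16-24 hr, then exposed to compounds (1:260 dilution of DMSO stock) for 48 hours at 37C. After MPER lysis, β-galactosidase reporter activity was read as FDG fluorescence (ex 480/em 540) after 30 minutes.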
Giardia kill: Small Molecules that selectively kill Giardia lamblia: qHTS | Giardia lamblia trophozoite viability | activity change, % at 7.66 µM, hits read low | hit rate 0.15% among 340,000; in the data active means activity change below about -80%; inconclusive means between about -30% and that limit;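 further: parasites exposed to compound for two days anaerobically before the ATP read; on the % scale 0 is the no-effect control and ±100 the full control effect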
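ATP-content bioluminescence gauges trophozoite survival. Cells (100/well) receive compound and incubate anaerobically for 48 hrs at 37 deg C; detection reagent follows for 15-30 min at room temperature.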
TSG101-PTAP inh: qHTS Assay for Iinhibitors of HIV-1 Budding by Blocking the Interaction of PTAP/TSG101 | Tumor susceptibility gene 101 protein (Homo sapiens), Q99816 | Fluorescence polarization, FITC-PTAP peptide / Tsg101 binding | Potency, µM (series often up to 115 µM), for inactives: top-dose activity change, negative = inhibition, most hits filed as inhibitors | 340,000 tested, under 10 active | AID 493005, 2010; active means well fitted inhibition curve with a large enough effect in the main read-out, with a control signal flat, not every such curve was filed as active; inconclusive means small, poorly fitted or top-dose-only effect, or effect the other way, or a change in a side signal; inactive means no such curve, though single readings can be large or run the other way; further: potency means the concentration at half of the fitted maximal effect; % of control where 0% means no effect
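Fluorescence polarization binding of Tsg101 binding domain (10 uM final) to FITC-labeled PTAP peptide (50 nM final) in HEPES pH 7.5 buffer with NaCl, Tween 20, EDTA, TCEP. Compounds added before peptide; binding 20 min at RT.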
Menin-MLL TR inh: qHTS Assay for Inhibitors Targeting the Menin-MLL Interaction in MLL Related Leukemias: Competition With Texas Red Labeled MLL-derived Mutant Peptide; O00255; Menin + Texas Red MLL mutant peptide, fluorescence polarization; Potency, µM (top dose mostly 61.6 µM), inactives show top-dose FP activity change, negative = inhibition, most hits filed as inhibitors; hit rate 0.23% among 270,000; AID 1768, 2009; active means well fitted inhibition curve with a large enough effect in the polarisation, with a control signal flat, not every such curve was filed as active; inconclusive means small, poorly fitted or top-dose-only effect, or effect the other way, or a change in a side signal; inactive means no such curve, though single readings can be large or run the other way; the % refers to the polarisation; further: potency means the concentration at half of the fitted maximal effect; % of control where 0% means no effect; many of its hits are not listed in these tables
PKM2 activator: qHTS Assay for Activators of Human Muscle isoform 2 Pyruvate Kinase. Pyruvate kinase PKM (Homo sapiens), P14618. purified PKM2, Kinase-Glo ATP luminescence, activation; response scale: 0% is enzyme alone, no compound. Potency, µM (highest dose often 57.5 µM), inactives show at the highest dose activation, most hits filed as activators. hit rate 0.34% among 260,000. AID 1631, 2009; further: potency means the concentration at half of the fitted maximal effect; on the % scale 0 is the no-effect control and ±100 the full control effect; nearly all actives have a fitted effect of over 55% in size
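hPK-M2, >95% pure; 0.1 mM ADP / 0.5 mM PEP final; imidazole pH7.2 buffer w/ 7 mM MgCl2, 50 mM KCl; 1 h RT; Kinase-Glo lum. Intermediate enzyme activity for dual inhibitor/activator qHTS.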
FBPA coupling cs: qHTS Assay for Inhibitors of Fructose-1,6-bisphosphate Aldolase from Giardia Lamblia: Coupling assay counterscreen. coupling enzyme system counterscreen, AmpLite Red fluorescence. activity change, negative = inhibition, % at 58.2 µM, hits read low. hit rate 0.67% among 290,000. AID 2472, 2010; in the data active means activity change below about -30%; further: on the % scale 0 is the no-effect control and ±100 the full control effect
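Counterscreen of the coupled detection system alone, without aldolase: glyceraldehyde-3-phosphate coupling enzymes plus AmpLite Red readout. Compounds at 57.5 uM final, 10 min RT preincubation, 20 min RT reaction, fluorescence 525/598 nm.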
Chronic BCR inh: qHTS Assay to Find Inhibitors of Chronic Active B-Cell Receptor Signaling; hit rate 0.05% among 340,000; Potency, µM (doses to about 46.1 µM), without a hit: at the highest dose ratio change, negative = lower green/red ratio, actives largely listed as inhibitors; AID 493014, 2011; ABC-DLBCL IkBa-CBG/CBR reporter, luminescence ratio, 4 h; active means well fitted inhibition curve with a large enough effect in the signal ratio, with a control signal flat, not every such curve was filed as active; inconclusive means small, poorly fitted or top-dose-only effect, or effect the other way, or a change in a side signal; the % refers to the signal ratio;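 further: potency means the concentration at half of the fitted maximal effect; plate controls were basal doxycycline-induced cells for no effect and cells given 10 µM MG132 for full effect; MG132 reads +100%, hits lower the ratio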
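Cell line TMD8 (human ABC DLBCL), stably expressing tet-inducible CBG68-IkBa fusion and CBR; IMDM/0.5% FBS; cpd up to 46 uM; dox induction, 4 h, 37C/5% CO2; dual luminescence; green/red ratio; MG132 control.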
GALK inh: qHTS Assay for Inhibitors of Human Galactokinase (GALK). P51570. Purified GALK, Kinase-Glo residual ATP luminescence. Potency, µM (highest dose often 57.5 µM), inactives show at the top dose activity change, negative = inhibition, usual class: inhibitors. hit rate 0.007% among 270,000; further: potency means the concentration at half of the fitted maximal effect; on the % scale 0 is the no-effect control and ±100 the full control effect
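Galactose (100 uM) and ATP (35 uM) were turned over by 5 nM GALK for 1 h at RT. Kinase-Glo Plus then converted the remaining ATP into a luminescent signal.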
Numbers without * were called inactive; ? = inconclusive; / = not tested or not shown; & = joins results of further samples; [ ] = remark or other dose. Unless noted, the call rests on the fitted dose curve; in most records, active means well fitted curve in the direction sought with a large enough effect; inconclusive means small, poorly fitted or top-dose-only effect, or another doubt; inactive means no such curve, though single readings can be large; an effect the other way counts as inactive or inconclusive. Only part of the results is shown, so the mix of outcomes need not match the whole.

molecule	ASM inhibitor	Chronic BCR inh	Tb PFK block	PKM2 activator	GALK inh	Integrin act MD	Giardia kill	TSG101-PTAP inh	B2AR arrestin	Menin-MLL TR inh	FBPA coupling cs
CCOC(=O)c1ccc(N=C(C)c2c(O)[nH]c(=O)[nH]c2=O)cc1	2.7%	0.7%	-1.2%	-2.9%	6.2%	-14.2%	-11.5	-1.9%	-0.4%	/	-2.5
COC(=O)C1=C(c2ccc(C(C)=O)cc2)C[C@@H]2CC[C@H]1N2C(=O)NCC1CC1	0.6%	-3.1%	5.1%	/	/	?	-8.1	-2.5%	0.2%	/	/
COP(C)(=O)c1c(C)nn(-c2ccccc2)c1C (centres undefined)	-2.4%	?	-3.3%	12.0%	0.4%	4.3%	8.5	1.8%	-0.2%	13.3%	3.3
Cc1ccc(O)c(C(=O)c2cc(C(=O)NCCC(C)C)c(=O)n(CCC(C)C)c2)c1	-10.6%	12.3%	1.1%	4.2%	-0.3%	10.1%	16.8	?	0.0%	?	-6.0
O=c1c2ccccc2nc(-c2ccco2)n1-c1ccncc1	0.0%	?	1.3%	-0.1%	1.3%	-6.0%	-25.4	-6.7%	0.2%	10.2%	3.6
COc1ccc([N+](=O)[O-])cc1NC(=O)COC(=O)c1ccccc1C(=O)c1ccccc1	-3.8%	0.3%	0.1%	-4.8%	4.0%	-2.5%	4.0	-2.4%	-0.5%	?	2.9
CCOc1ccc(-c2cc(C)[n+](CCN(CC)CC)c(-c3ccc(OCC)cc3)c2)cc1	54.3%[activator]	?	-1.5%	-0.3%	-3.0%	-22.4%	5.5	-2.6%	-0.5%	/	-0.3
COc1ccc(CN2C(=O)NC(=O)/C(=C/c3ccc([N+](=O)[O-])o3)C2=O)cc1	/	22.6%	7.3%	5.0%	-10.6%	/	/	/	-0.1%	?	-9.0
CCOc1ccc(CC2NCCc3cc(OCC)c(OCC)cc32)cc1OCC (centres undefined)	5.0%	?	2.2%	-2.5%	6.5%	-56.5%[inhibitor]	12.5	-1.6%	1.0%	-17.8%	2.3
COC(=O)C1=CO[C@@H](C)[C@@H]2CN3CC[C@]4(C(=O)Nc5ccccc54)[C@@H]3C[C@H]12	1.8%	1.2%	-2.4%	-1.6%	/	0.0%	0.2	-4.7%	-1.0%	3.6%	1.3
CC(C)(C)P(=O)(NCc1ccccc1)c1ccccc1 (centres undefined)	6.3%	8.3%	0.1%	4.2%	-2.2%	12.9%	-2.3	-4.9%	-0.1%	-13.1%	1.1
Cc1ccc(C(=O)C2CN(C)CC2C(=O)c2ccc(C)cc2)cc1 (centres undefined)	-0.4%	4.4%	1.8%	1.2%	0.3%	-8.8%	-4.4	-5.5%	-0.3%	-5.0%	-0.4
C[C@]12CCC3C(CC[C@H]4C[C@H](N)CC[C@]34C)C1CC[C@H]2O (some centres undefined)	4.9%	-0.1%	-13.4%	/	4.7%	-61.3%[inhibitor]	-7.5	-4.4%	3.6%	-16.0%	-1.0
O=C(Nc1cccnc1)C1CCN(S(=O)(=O)c2cccs2)CC1	5.2%	-4.1%	-3.3%	?	11.9%	2.7%	1.9	-4.1%	0.1%	5.0%	-2.0
OCC12CO[C@@H]3c4ccccc4[C@H](OC1)N32 (some centres undefined)	3.5%	2.8%	5.1%	8.1%	4.3%	4.4%	22.8	0.5%	0.1%	4.1%	1.9
CCCCn1c(O)c(C(C)=NCc2ccc(F)cc2)c(=O)[nH]c1=O	-4.9%	2.2%	0.3%	3.1%	0.2%	4.8%	9.6	-0.9%	0.0%	-20.9%	2.1
C[N+]12CN3CN(CN(C3)C1)C2	0.6%	2.7%	-1.4%	1.5%	-0.2%	-50.2%	-4.0	-2.8%	0.1%	8.4%	0.0
O=C(CN1C(=O)CN=C(c2ccccc2Cl)c2cc(Cl)ccc21)NCc1ccco1	-0.8%	-1.2%	2.1%	0.0%	0.2%	-5.7%	2.3	-3.2%	-1.0%	?	2.1
CC(C)c1ccc(-n2c(-c3ccccc3)c[n+]3c2CCc2ccccc2-3)cc1	-18.3%	?	3.0%	-2.8%	-1.6%	?	-0.4	1.5%	4.4%	?	1.0
CC(C)[C@]12CC(=O)[C@H](C)[C@H]1C2	2.2%	2.2%	-3.6%	/	/	/	10.1	1.7%	-1.4%	/	/
O=C1CC(=O)N(c2ccccc2)C(=O)N1c1ccccc1	1.8%	?	-0.5%	0.7%	/	?	4.7	-5.8%	-0.5%	19.2%	1.1
CC1CCCC(C)N1/N=C/c1c[nH]c2ccc(Br)cc12 (centres undefined)	-0.3%	?	-0.1%	0.8%	-1.6%	-50.1%[inhibitor]	17.0	0.0%	-0.8%	7.6%	3.1
COc1ccc2[nH]cc(CCN(C)C)c2c1	4.3%	?	-5.6%	-0.3%	8.3%	/	?	-2.2%	-0.3%	12.5%&3.5%	-1.4
O=C(c1ccc(F)cc1)N1CCC(N2CCCCCC2)CC1	1.4%	2.3%	0.6%	-15.3%	2.0%	6.4%	17.5	-5.0%	-0.1%	?	-3.2
CCN1CCN(Cc2ccccc2C)CC1	2.5%	?	1.5%	-3.2%	2.4%	-26.8%	3.3	-2.3%	-0.1%	8.3%	0.9
CCC(=NCc1cccnc1)c1c(O)n(-c2ccc(Cl)cc2)c(=O)[nH]c1=O	3.8%	8.4%	1.1%	-0.4%	-1.5%	-16.4%	9.4	-4.6%	-0.4%	/	1.0
O=C1NC(=O)N(c2ccc3c(c2)OCO3)C(=O)/C1=C/c1ccc(N2CCCCC2)o1	-11.8%	-0.8%	-0.6%	5.0%	-2.0%	4.6%	-11.3	?	0.0%	-7.4%	0.4
CCN1C[C@]2(C)CC[C@H](OC)[C@]34C2[C@H](OC(C)=O)[C@@]2(OCO[C@@]25C[C@H](OC)[C@H]2C[C@]3(O)C5[C@H]2OC)[C@@H]14	-1.2%	1.4%	4.0%	/	0.2%	22.7%	-1.7	-5.1%	0.2%	-8.3%	-0.7
O=C(N/N=C/c1c(O)n(CCc2ccccc2)c(=O)[nH]c1=O)c1ccccc1	12.7%	?	0.2%	23.9%	/	-1.0%	-8.5	1.0%	-0.5%	/	6.4
COCCNC(=O)N1[C@H]2CC[C@@H]1C(C(=O)OC)=C(c1ccc(OC)c(OC)c1)C2	1.5%	5.7%	-2.3%	/	/	36.7%	11.3	-3.0%	0.1%	/	/
COc1ccc(C(=O)C2CCCN(Cc3ccon3)C2)c(OC)c1 (centres undefined)	3.7%	?	-0.5%	26.5%	-3.5%	0.6%	-4.8	-6.3%	9.4%	0.2%	1.8
CC(C)(C)c1ccc(C(=O)C2CCCN(C3CCC3)C2)cc1 (centres undefined)	3.2%	?	1.5%	-7.0%	-3.0%	-43.3%	-20.1	-2.3%	0.2%	?	1.8
NC(Cc1nc2ccccc2[nH]1)c1ccc(Cl)cc1 (centres undefined)	16.9%	?	12.4%	-2.0%	-3.5%	16.7%	-28.4	-3.2%	-0.4%	/	-3.8
Cc1ccc(-n2c(C)cc(/C=C3\C(=O)NC(=O)N(C)C3=O)c2C)cc1C	1.8%	-1.2%	-3.9%	-1.8%	0.0%	-18.4%	5.0	-2.6%	0.0%	-17.8%	-1.0
Cc1ccc(Cn2nc(C)c(C=O)c2Cl)cc1	-2.6%	-3.4%	-1.5%	/	10.1%	-21.5%	-20.9	-2.8%	0.5%	-2.0%	0.9

Screening data from PubChem.
